Screening data: PubChem BioAssay, Vanderbilt University
GIRK2 act: Activates human GIRK2-containing potassium channels; P48051; HEK293 GIRK2/NPY4 cells, thallium flux fluorescence; activation (% efficacy), % for hits at 37.5 µM; 34,000 tested, under 10 active;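 active = primary screen hit, no activity in plain HEK293 cells, and in GIRK2-only cells above 5% efficacy rising with concentration; inactive = the rest, including fluorescent compounds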;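 also: efficacy is normalized control-subtracted fluorescence 15 s after thallium addition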
Target sequence (P48051 whole entry, looked up): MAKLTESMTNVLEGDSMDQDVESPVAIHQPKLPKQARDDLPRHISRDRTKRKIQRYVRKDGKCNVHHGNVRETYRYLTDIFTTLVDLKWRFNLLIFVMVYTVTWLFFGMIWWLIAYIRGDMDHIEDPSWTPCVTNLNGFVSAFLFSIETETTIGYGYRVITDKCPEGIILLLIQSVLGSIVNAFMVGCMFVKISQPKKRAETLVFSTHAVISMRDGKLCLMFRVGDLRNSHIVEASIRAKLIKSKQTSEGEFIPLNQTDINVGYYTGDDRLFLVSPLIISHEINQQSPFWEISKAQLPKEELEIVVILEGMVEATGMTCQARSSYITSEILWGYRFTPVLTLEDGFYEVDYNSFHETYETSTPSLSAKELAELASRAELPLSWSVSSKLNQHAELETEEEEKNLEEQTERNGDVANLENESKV
Calls only; i = inactive.

SMILES	GIRK2 act
C=C(C)Cn1c(=O)c2c(nc3n(C(C)C)c(C)c(C)n23)n(C)c1=O	i
CCCNC(=O)/C(C#N)=C1\N=C(NC(=O)c2ccc(OC)c(OC)c2)c2ccccc21	i
CC(C)c1ccc(OCC(=O)NCC2CCN(S(=O)(=O)C3CC3)CC2)cc1	i
CCOC(=O)Cc1csc(NS(=O)(=O)CCOc2ccc(F)cc2)n1	i
COc1ccc(S(=O)(=O)Nc2ccc3c(c2)N(C(=O)C2CC2)CC3)cc1	i
O=C(Cc1cc(-c2ccco2)on1)NCc1ccncc1	i
Cc1ccc(NC(=O)Cn2ncc3c(c2=O)N(C)C(=O)CS3)cc1Cl	i
COc1cc(NC(=O)COc2ccccc2F)ccc1N1CCCCC1=O	i
CCN(C(=O)Cn1cc(-c2ccc(C)cc2)c(N2CCOCC2)n1)c1cccc(C)c1	i
O=C(NCCC1=CCCCC1)C(=O)NCC1CCN(Cc2cccs2)CC1	i
O=C(CCSc1ccc(F)cc1)Nc1ccc2scnc2c1	i
CC1CCCCN1c1ccc(N2CCN(S(=O)(=O)c3cccc([N+](=O)[O-])c3)CC2)nn1 (configuration not stated)	i
O=C(NCCc1ccc(Cl)cc1)c1ccc(N2CCCCS2(=O)=O)cc1	i
CCCOc1ccnc2c1c(=O)n(CC(=O)NCC1CCCO1)c(=O)n2C (configuration not stated)	i
CCOC(=O)N1CCC(NC(=O)c2cc(-c3cccc(OC)c3)nn2C)CC1	i
CC1CCN(S(=O)(=O)c2ccc(-c3nc(C#N)c(NCCN4CCOCC4)o3)cc2)CC1	i
Cc1cc(=O)[nH]c(-n2nc(-c3ccco3)cc2NC(=O)c2cccs2)n1	i
O=C(N=C1SC2CS(=O)(=O)CC2N1c1ccc(Cl)cc1)c1ccccc1 (configuration not stated)	i
CCCNC(=O)CSc1nnc2c(=O)n(-c3ccc(F)cc3)ccn12	i
O=C(COc1ccccc1)NCCOc1ccc(-c2ccc(F)cc2)nn1	i
Cc1ccc(C)c(S(=O)(=O)n2cccn2)c1	i
COc1ccc(NC(=O)c2nnn(Cc3nc(-c4ccccc4)oc3C)c2C)c(OC)c1	i
Cc1cc(C)cc(NC(=O)Cn2nc(-c3ccco3)c3sc(N4CCOCC4)nc3c2=O)c1	i
COc1ccc(N2CCN(C(=O)c3ccc(-c4ccccc4)cc3)CC2)nn1	i
O=C(NCc1cccs1)C(=O)Nc1ccc(OC(F)(F)F)cc1	i
CN(C)C(CNC(=O)Nc1cccs1)c1ccco1 (configuration not stated)	i
NCC1CCN(Cc2ccsc2)CC1	i
COc1ccc(NC(=O)c2cccs2)cc1N1CCCCC1=O	i
O=C(Nc1ccccc1F)N1CCOC(c2ccc(C(F)(F)F)cc2)C1 (configuration not stated)	i
COc1ccc(C(=O)Nc2ccc(N3CCCCC3=O)c(OC)c2)c(OC)c1	i
COc1ccc(Cl)cc1NC(=O)N1CCN(Cc2nc(-c3cccs3)cs2)CC1	i
O=C(c1ccco1)N1CCc2ccc(NS(=O)(=O)C3CCCCC3)cc21	i
COc1ccc(CN(CC(=O)Nc2ccc(C(N)=O)cc2)S(=O)(=O)c2cccnc2)cc1	i
COc1ccc(OCCCC(=O)Nc2ccccc2C)cc1	i
O=C(NCCC1=CCCCC1)C1CN(C(=O)c2c[nH]c3ccccc23)C1	i
CN(C)S(=O)(=O)c1ccc(C(=O)N2CC(c3nc(-c4cccc(C(F)(F)F)c4)no3)C2)cc1	i

19 compounds out of the list, sorted by formula weight, smallest number first:
SMILES	GIRK2 act
NCC1CCN(Cc2ccsc2)CC1	i
Cc1ccc(C)c(S(=O)(=O)n2cccn2)c1	i
CN(C)C(CNC(=O)Nc1cccs1)c1ccco1 (configuration not stated)	i
COc1ccc(OCCCC(=O)Nc2ccccc2C)cc1	i
COc1ccc(NC(=O)c2cccs2)cc1N1CCCCC1=O	i
O=C(NCc1cccs1)C(=O)Nc1ccc(OC(F)(F)F)cc1	i
O=C(NCCC1=CCCCC1)C1CN(C(=O)c2c[nH]c3ccccc23)C1	i
CCCNC(=O)CSc1nnc2c(=O)n(-c3ccc(F)cc3)ccn12	i
O=C(COc1ccccc1)NCCOc1ccc(-c2ccc(F)cc2)nn1	i
O=C(c1ccco1)N1CCc2ccc(NS(=O)(=O)C3CCCCC3)cc21	i
COc1ccc(C(=O)Nc2ccc(N3CCCCC3=O)c(OC)c2)c(OC)c1	i
CCOC(=O)N1CCC(NC(=O)c2cc(-c3cccc(OC)c3)nn2C)CC1	i
O=C(N=C1SC2CS(=O)(=O)CC2N1c1ccc(Cl)cc1)c1ccccc1 (configuration not stated)	i
COc1ccc(NC(=O)c2nnn(Cc3nc(-c4ccccc4)oc3C)c2C)c(OC)c1	i
COc1ccc(Cl)cc1NC(=O)N1CCN(Cc2nc(-c3cccs3)cs2)CC1	i
COc1ccc(CN(CC(=O)Nc2ccc(C(N)=O)cc2)S(=O)(=O)c2cccnc2)cc1	i
CC1CCN(S(=O)(=O)c2ccc(-c3nc(C#N)c(NCCN4CCOCC4)o3)cc2)CC1	i
Cc1cc(C)cc(NC(=O)Cn2nc(-c3ccco3)c3sc(N4CCOCC4)nc3c2=O)c1	i
CN(C)S(=O)(=O)c1ccc(C(=O)N2CC(c3nc(-c4cccc(C(F)(F)F)c4)no3)C2)cc1	i

Continuation.
SMILES	GIRK2 act
CCOc1ccc(S(=O)(=O)Nc2ccc3c(c2)N(C(=O)C2CCCC2)CC3)cc1C	i
COCCn1c(-n2nc(C)cc2C)nc2c1c(=O)n(C)c(=O)n2C	i
CC(NC(=O)C(=O)NCC1CCN(S(=O)(=O)c2cccnc2)CC1)c1ccccc1 (configuration not stated)	i
CCC(C(=O)NCC#CCN1CCc2ccccc2C1)c1ccccc1 (configuration not stated)	i
Cc1ccc(S(=O)(=O)N(C)c2ccsc2C(=O)Nc2ccc(F)cc2)cc1	i
CSc1ncccc1C(=O)Nc1ccc(CC(=O)NC2CC2)cc1	i
Cc1ccc(NC(=O)C2CCCCN2S(C)(=O)=O)cc1 (configuration not stated)	i
O=C(CN(Cc1ccc(Cl)cc1)S(=O)(=O)c1cccnc1)NCCc1ccccc1	i
CCOc1ccccc1-c1noc(Cn2c(=O)n(Cc3ccc(F)cc3)c(=O)c3sccc32)n1	i
CCOc1ccc(-c2cc(=O)n(CCCC(=O)Nc3cccc4cccnc34)cn2)cc1	i
COc1cccc(NC(=O)Cc2cc(-c3ccccc3)on2)c1	i
Cc1cc(NC(=O)Cc2ccc3c(c2)OCO3)on1	i
Cc1ccc(Cl)cc1S(=O)(=O)NCC1CCN(Cc2ccco2)CC1	i
O=C(Cn1cc(-c2ccccc2)c(N2CCOCC2)n1)NCc1ccccc1	i
CCn1ccc(C(=O)N(CCCN2CCOCC2)c2nc3ccc(Cl)cc3s2)n1	i
O=C(Nc1ccccc1F)c1nn(-c2ccc(F)cc2)cc1OCc1ccccc1	i
COC(=O)N1CCC(CNS(=O)(=O)c2ccc(F)c(C)c2)CC1	i
O=S(=O)(NCC(O)(c1cccs1)C1CC1)c1ccc(F)c(Cl)c1 (configuration not stated)	i
Cc1cc(NC(=O)CSc2ccc(NC(=O)c3cccs3)nn2)on1	i
COc1ccc(NC(=O)CSc2nccn(-c3ccc(F)cc3)c2=O)cc1OC	i
CC1CCN(c2ccc(N3CCN(C(=O)C4CCCCC4)CC3)nn2)CC1	i
O=S(=O)(Cc1ccccc1)NCCOc1ccc(-c2ccco2)nn1	i
Cn1c(-c2c(N)n(Cc3ccco3)c3nc4ccccc4nc23)nc2ccccc21	i
COc1ccc(NC(=O)c2cc(Cl)ccc2[N+](=O)[O-])cc1N1CCCCC1=O	i
COCCNc1oc2c(c1-c1cccc(OC)c1OC)c(=O)oc1ccccc12	i
CN(CC(=O)N(CCN1CCOCC1)c1nc2c(Cl)cccc2s1)S(C)(=O)=O	i
Cc1ccc(S(=O)(=O)NCC(c2cccn2C)N2CCOCC2)s1 (configuration not stated)	i
O=C(c1ccccc1)N1CCN(c2nccn2-c2cccc(Cl)c2)CC1	i
COc1ccc(-c2cc(=O)n(CC(=O)N3CCN(c4cccc(Cl)c4)CC3)cn2)cc1	i
NC(=O)c1ccc(NC(=O)CCc2csc(NS(=O)(=O)c3ccccc3)n2)cc1	i
O=C(Nc1ccc(S(=O)(=O)NC2CCCCC2)cc1)C1CCCO1 (configuration not stated)	i
O=C(NCC1(c2cccs2)CCOCC1)Nc1ccccc1Cl	i
Cc1nc2ccccn2c1C(=O)Nc1ccc2c(c1)N(C(=O)c1cccs1)CC2	i
COCCN1CCC(CNC(=O)COc2ccc(Cl)cc2)CC1	i
Cc1ccc(S(=O)(=O)N2CCC(C(=O)Nc3ccccc3S(C)(=O)=O)CC2)cc1	i
O=C(NCCc1csc2nc(-c3cccc(F)c3)nn12)Nc1ccccc1C(F)(F)F	i
Cc1cc([N+](=O)[O-])ccc1NC(=O)CCN1C(=O)c2ccccc2S1(=O)=O	i
CCOc1ccc(NC(=O)c2ccc3c(=O)n4nc(Nc5ccccc5OC)sc4nc3c2)cc1	i
O=C(CN1CCC(c2nnc(-c3ccc(F)cc3)o2)CC1)NCc1ccc2c(c1)OCO2	i
Cc1oc(-c2cc(Cl)ccc2Cl)cc1C(=O)N1CCOCC1	i
COCC(=O)N1CCN(c2ccc(-c3noc(C(C)C)n3)cn2)CC1	i
CCn1nc(C(=O)Nc2nc3c(s2)CCc2ccccc2-3)cc1C	i
OC(COCCC12CC3CC(CC(C3)C1)C2)CN1CCOCC1 (configuration not stated)	i
O=C(CN1C(=O)CCC1=O)NCC1CCN(S(=O)(=O)C2CC2)CC1	i
N#CC1(C(=O)Nc2ccc(F)c(F)c2)CC1	i
CNC(=O)c1cccc(-c2noc(C3CN(CC(=O)Nc4nccs4)C3)n2)c1	i
CCOC(=O)CCC(=O)N1CCC(c2nnc(-c3ccco3)o2)CC1	i
COc1ccc2nc(-c3cccc(NS(=O)(=O)c4cccc(Cl)c4)c3)cn2n1	i
Cc1nn(S(=O)(=O)N2CCOCC2)c(C)c1Br	i
O=C(Cc1ccc(NS(=O)(=O)Cc2cccc(F)c2)cc1)NCC(F)(F)F	i
COCCn1c(SCc2cccc([N+](=O)[O-])c2)nc2cc(C(=O)NC3CCCC3)ccc2c1=O	i
CCOC(=O)N1CCN(CC(O)COC23CC4CC(CC(C4)C2)C3)CC1 (configuration not stated)	i
CCOC(=O)N1CCN(CC(O)COc2ccccc2[N+](=O)[O-])CC1 (configuration not stated)	i
CCOc1ccc(S(=O)(=O)NCCn2nc(-c3ccncc3)ccc2=O)c(OCC)c1	i
O=C(/C=C/c1ccco1)NCCC(O)c1cccs1 (configuration not stated)	i
Cc1cc(C(=O)N2CCOCC2)nn1CC(=O)Nc1nc2ccccc2[nH]1	i
CCCCc1ccc(N/C=C(\C#N)C(=O)NCc2ccccc2)cc1	i
Cn1cccc1CN(C(=O)C(C)(C)Oc1ccc(Cl)cc1)C1CC1	i
Cc1cc(C)cc(-n2ncc3c2ncn2nc(-c4ccco4)nc32)c1	i
O=C(CN1CCC2(CC1)NC(=O)N(Cc1ccc(F)cc1)C2=O)c1ccccc1	i

Next part:
SMILES	GIRK2 act
O=C(NCCc1ccccc1)C(=O)NCC(O)(c1ccco1)C1CC1 (configuration not stated)	i
COc1ccc(-c2ccc(=O)n(CCCC(=O)Nc3ccccc3C(N)=O)n2)cc1OC	i
Cn1cccc1C(CNC(=O)C(=O)Nc1ccccc1F)N1CCc2ccccc2C1 (configuration not stated)	i
O=C(NCc1ccccn1)C(=O)Nc1ccc(F)c([N+](=O)[O-])c1	i
CNC(=O)Cc1ccc(NC(=O)C2(c3ccccc3)CCOCC2)cc1	i
COc1cccc(NC(=O)NCC2CCN(S(=O)(=O)C3CC3)CC2)c1OC	i
CCOc1ccc2nc(N3CCN(C(=O)c4ccnn4C)CC3)sc2c1	i
CC(=O)N1CC(C(N)=O)C1	i
COc1ccccc1OCC(=O)NCCc1ccsc1	i
CS(=O)(=O)N1CCCc2ccc(NC(=O)Nc3ccc(Cl)c(Cl)c3)cc21	i
COc1ccccc1Cc1noc(C2CN(Cc3cc(C)ccc3C)C2)n1	i
CN1C(=O)CCc2cc(NS(=O)(=O)CCN3C(=O)CCCC3=O)ccc21	i
O=C(CS(=O)(=O)c1ccc2c(c1)S(=O)(=O)N=CN2)N1CCC(Cc2ccccc2)CC1	i
Cc1ccc(Nc2ccc(NC(=O)c3ncccn3)cc2)nn1	i
COc1ccc(Cl)cc1C(=O)N1CCN(c2ccc(Nc3cccc(C)n3)nn2)CC1	i
COc1ccc(S(=O)(=O)Nc2nc(CCC(=O)Nc3ccc(OC)c(OC)c3)cs2)cc1	i
CCOc1nn(CC)cc1C(=O)O	i
Cc1ccc(S(=O)(=O)c2ccc(C(=O)N3CCOCC3)cn2)cc1C	i
CCOc1ccccc1NC(=O)CSc1nc(=O)n(N2CCN(C)CC2)c2c1CCC2	i
Cn1cccc1C(CNC(=O)Nc1c(F)cccc1F)N1CCCC1 (configuration not stated)	i
O=C1CN(C(=O)c2csc(Nc3cccc(Cl)c3)n2)CCN1	i
Cc1cc(C(=O)N(Cc2cccn2C)C2CC2)c(C)o1	i
O=C(c1ccc(S(=O)(=O)NCc2cccs2)o1)N1CCc2ccccc21	i
Cc1ccsc1C(O)CNC(=O)c1ccc(S(=O)(=O)N(C)C)cc1 (configuration not stated)	i
O=C(Nc1ccccn1)C1CCCN(c2ccc(-c3ccccc3)nn2)C1 (configuration not stated)	i
COc1cn(CC(=O)NCc2ccccc2)c(CSc2nc(C)cc(C)n2)cc1=O	i
Cc1cc(C)c2c(n1)nn1c(NCCCN(C)C)cc(C)nc21	i
CC(C)(C)C(=O)N1CCc2ccc(NC(=O)c3cccs3)cc21	i
Cc1cc(C(=O)N(CCCN2CCOCC2)c2nc3c(F)cccc3s2)on1	i
CC1CCc2cc(F)ccc2N1C(=O)Cn1nc(-c2ccncc2)ccc1=O (configuration not stated)	i
Cc1ccnc(Nc2ccc(N3CCN(C(=O)c4ccccc4C)CC3)nn2)c1	i
O=C(CCCn1nc(-c2ccccc2)ccc1=O)Nc1ccc2c(c1)OCCO2	i
CNC(=O)C(=O)NCC1CCN(c2cnccn2)CC1	i
COC(=O)NCc1nc2ccccc2n1Cc1ccc(C(C)C)cc1	i
C=CCNC(=O)Cn1cc(OC)c(=O)cc1CSc1ncccn1	i
O=C(CSc1nccn2nc(-c3ccccc3)cc12)Nc1nccs1	i

These rows are one share of the data; rates above refer to the full screens.
